SIRT5 block: inhibitors of human sirtuin-5 desuccinylase. 330,000 tested, 1.1% active. AID 652115. Purified SirT5, succinyl-peptide AMC, trypsin-coupled fluorescence. inhibition, % at 15 µM; in the data active means inhibition above about 15%
Target sequence (Q9NXA8 whole entry, looked up): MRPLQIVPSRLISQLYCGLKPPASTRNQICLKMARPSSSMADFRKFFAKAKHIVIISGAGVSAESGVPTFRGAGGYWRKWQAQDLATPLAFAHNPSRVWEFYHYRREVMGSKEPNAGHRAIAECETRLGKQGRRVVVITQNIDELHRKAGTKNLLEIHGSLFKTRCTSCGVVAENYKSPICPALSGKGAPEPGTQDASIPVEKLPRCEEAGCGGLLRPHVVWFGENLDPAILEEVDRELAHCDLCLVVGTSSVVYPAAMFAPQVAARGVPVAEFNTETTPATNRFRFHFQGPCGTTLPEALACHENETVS
LGR2 antag: Drosophila LGR2 receptor signaling inhibition; HEK293 LGR2, CRE-luciferase, bursicon-stimulated, 4 h; 380,000 tested, 0.35% active; inhibition, % at 9.99 µM;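 active means drop in luminescence signal, shown as inhibition above about 50% in the replicate tests, limit read from the data, passing the limit was not always enough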;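 further: agonist challenge used bursicon conditioned medium at about half maximal strength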
Casp6 inh: caspase-6 (human) enzyme inhibition | 350,000 tested, 0.53% active | P55212 | inhibition, % at 12.5 µM | purified caspase-6, Z-VEID-R110 cleavage fluorescence | AID 686996;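 active means mean inhibition across replicates at least about 35%, with every replicate also reaching that limit, limit read from the data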;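 further: 0% = median of neutral control wells and 100% = no fluorescence left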
Target sequence (P55212 24-179 limits assumed): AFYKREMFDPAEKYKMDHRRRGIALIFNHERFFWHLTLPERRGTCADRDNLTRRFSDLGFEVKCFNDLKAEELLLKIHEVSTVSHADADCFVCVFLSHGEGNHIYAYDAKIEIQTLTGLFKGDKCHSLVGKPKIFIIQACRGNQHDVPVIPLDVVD
Target sequence (P55212 194-293 limits assumed): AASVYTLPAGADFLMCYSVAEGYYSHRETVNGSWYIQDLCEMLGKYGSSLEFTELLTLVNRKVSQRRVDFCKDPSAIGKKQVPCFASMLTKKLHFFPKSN
FN deposition inh: fibronectin deposition inhibition; 350,000 tested, 0.086% active; AID 743247; AH1F fibroblasts, Alexa488-fibronectin deposition fluorescence, overnight; inhibition, % at 12.6 µM;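 active means mean inhibition across replicates of 30% or more, regardless of how many single replicates reach that level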;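 further: positive control wells lacked labelled fibronectin entirely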
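material = AH1F fibroblast monolayer depositing Alexa488-labelled fibronectin into matrix | amount = 10000 AH1F cells/well | buffer or medium = DMEM plus 2% serum, read in PBS | incubation = 1 h cell adhesion before compound, then overnight fibronectin incubation | detection = fluorescence at 485 nm excitation, 525 nm emission | evaluation = percent inhibition as loss of matrix-bound fibronectin fluorescence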
esBAF inh: SWI/SNF esBAF complex inhibition | mouse ES cells, Bmi1-luciferase knock-in reporter, 24 h; 100% = twice the neutral-well signal | reporter increase, % at 12.5 µM | 350,000 tested, 2% active; in the data active means activation above about 40%;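 further: 0% = median of the plate's neutral control wells and 100% = double that signal; a rise in the Bmi1 reporter signal indicates esBAF inhibition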
S100A4 inh HTS: S100A4-myosin IIA interaction inhibition. P26447. S100A4/TAMRA-MyoIIA peptide fluorescence polarization. inhibition, % at 10.7 µM. 360,000 tested, 0.14% active;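 active means mean inhibition of at least 70% across replicates, with every replicate also reaching that level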
Target sequence (P26447 whole entry, looked up): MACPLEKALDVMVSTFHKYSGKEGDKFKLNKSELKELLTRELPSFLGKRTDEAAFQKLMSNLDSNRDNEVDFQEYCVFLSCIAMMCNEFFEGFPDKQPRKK
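Assay system: human S100A4 monomer with TAMRA-labelled myosin IIA peptide / Buffer or medium: Calcium-containing HEPES buffer, pH 7.2 / Reagent: TAMRA-labelled myosin IIA heavy-chain peptide probe, 5 nM / Compound: one dose per compound / Timing: polarization read 5 min after assay mix addition, stable 5–60 min / Benchmarks: neutral control DMSO, positive control TFP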
Statin myotox sup: suppressors of simvastatin-induced myotoxicity in C2C12 myotubes. ATP luminescence, 48 h; scaled: DMSO 0, geranylgeraniol control 100. rescue of ATP level, % at 7.49 µM. 330,000 tested, 0.78% active;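 active means mean ATP rescue above about 67%, or every replicate alone reaching that limit, limit read from the data, passing the limit was not always enough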;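 further: myotubes were challenged with 10 µM simvastatin during compound exposure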
* = called active by the depositor; nt = not tested or not shown; & = joins results of further samples. A portion of the library, so the mix of outcomes need not match the whole.

Structure,SIRT5 block,LGR2 antag,Casp6 inh,FN deposition inh,esBAF inh,S100A4 inh HTS,Statin myotox sup
COCC#Cc1cnc2c(c1)C(=O)N([C@H](C)CO)C[C@@H](C)[C@@H](CN(C)Cc1ccccc1F)O2,2,2,2,8,2,-3,5
C[C@@H]1CN([C@@H](C)CO)C(=O)c2cc(C3=CCCC3)cnc2O[C@H]1CN(C)C(=O)Nc1ccc(F)cc1,-2,4,0,3,1,8,13
CCOC(=O)c1cc(NC(=O)CSCCO)ccc1Cl,-3,11,-1,nt,-5,-2,nt
Cc1cc(C)c(OCC(=O)NCC2CCCO2)c(C)c1 (configuration not stated),nt,0,-3,6,nt,2,nt
C=CCn1c(SCC(=O)N2CC(=O)Nc3ccccc32)nc2scc(-c3cccs3)c2c1=O,nt,nt,nt,-2,1,nt,20
CCOc1ccc2nc(SCC(=O)N(C)C3CCS(=O)(=O)C3)[nH]c2c1 (configuration not stated),nt,nt,nt,18,-3,nt,0
C[C@@H]1CN([C@@H](C)CO)C(=O)c2cc(NS(=O)(=O)c3cn(C)cn3)ccc2O[C@H]1CN(C)S(C)(=O)=O,-1,2,1,nt,-6,10,1
CC(C)CC#Cc1cnc2c(c1)C(=O)N([C@@H](C)CO)C[C@@H](C)[C@@H](CN(C)Cc1ccccc1)O2,0,10,4,-4,-3,-11,-5
Cc1nc([N+](=O)[O-])c(Br)n1Cc1ccccc1,0,6,5,0,nt,-3,nt
C/C=C/c1ccc2c(c1)O[C@H](CN(C)C(=O)C1CC1)[C@@H](C)CN([C@@H](C)CO)S2(=O)=O,nt,13,nt,-10,9,nt,44
COc1ccc(C2C3=C(CCCC3=O)Nc3ccc4ncccc4c32)cc1OC (configuration not stated),-2,-31,17,5,19,-1,6
O=C(C[C@H]1C[C@H]2c3cc(NC(=O)C4CCC4)ccc3O[C@H]2[C@@H](CO)O1)NCCc1ccccc1,-1,9,6,nt,-2,5,2
COc1cc(CNc2cc(C)ccc2C)cc(OC)c1OC,0,19,-1,nt,0,2,6
C/C(=N\NC(=O)COc1cccc2ccccc12)c1cccs1,-1,-7,2,-2,5,-4,8
O=C(NCCN1C(=O)S/C(=C/c2ccccc2)C1=O)C1CC(=O)N(Cc2ccccc2)C1 (configuration not stated),2,9,2,7,5,2,-9
Cc1cc(C)n(-c2cc(N3CCN(S(=O)(=O)c4ccc(Cl)cc4)CC3)ccc2[N+](=O)[O-])n1,0,1,-4,1,0,1,7
N#Cc1c(N)n(-c2cccc(O)c2)c2nc3ccccc3nc12,7,-13,-3,-1,-3,4,-7
C[C@@H]1CCCCO[C@H](CN(C)Cc2ccc3c(c2)OCO3)[C@H](C)CN([C@@H](C)CO)C(=O)c2cc(NS(=O)(=O)c3cn(C)cn3)ccc2O1,nt,7,nt,-9,-3,nt,-1
C[C@@H]1CN([C@H](C)CO)C(=O)c2cc(C3=CCCCC3)cnc2O[C@@H]1CN(C)C(=O)c1ccc2c(c1)OCO2,6,0,-2,6,1,12,-40
CC(=O)N(C)C[C@H]1Oc2cc(C#CC3CC3)ccc2S(=O)(=O)N([C@H](C)CO)C[C@H]1C,nt,-7,nt,-7,8,nt,20
COc1ccccc1NC(=O)CN(Cc1ccco1)C(=O)c1cccs1,nt,nt,nt,13,3,nt,7
Cc1cc(NS(=O)(=O)c2c(C(=O)N3CCOCC3)c(C)n(C)c2C)ccc1Br,0,4,-1,-10,0,2,11
CCCCC(=O)NS(=O)(=O)c1ccc(N=NN2CCCCC2)cc1,7,nt,-2,5,nt,20,nt
Cc1ccc(C(=O)Nc2c(N)nc(SCC(=O)NCC3CCCO3)[nH]c2=O)cc1 (configuration not stated),1,4,1,-1,-1,0,6
C[C@@H]1CN([C@H](C)CO)C(=O)CCCn2nncc2CO[C@@H]1CN(C)CC1CCCCC1,-1,3,-1,-3,-13,-4,12
COc1cc(NC(=O)c2cc(C)on2)cc(C(=O)Nc2cccc(C(F)(F)F)c2)c1,-2&-2,2&6,-2&2,3&5,0&-4,-5&2,-21&-10
O=C(OCc1ccccc1)/C(=C/c1cccc([N+](=O)[O-])c1)NC(=O)c1ccco1,-11,6,-1,-2,nt,-10,nt
CNC[C@@H]1OCCCC[C@H](C)Oc2ccc(NS(=O)(=O)c3ccc(F)cc3)cc2C(=O)N([C@@H](C)CO)C[C@@H]1C,1,0,1,-14,-4,17,-9
Cc1cccc(OCC(=O)Nc2ccc(S(=O)(=O)Nc3ccccn3)cc2)c1,-1,-7,2,3,nt,-2,nt
CCC(O)(c1ccc(OC)cc1)C(CN1CCOCC1)c1ccccc1 (configuration not stated),-8,-3,-1,-2,nt,2,nt
COC(CNC(=O)C(=O)Nc1cc2c3c(c1)CCN3C(=O)CC2)OC,-6,15,1,8,-5,2,7
C[C@@H]1CN([C@H](C)CO)C(=O)Cc2cc(NC(=O)Nc3ccc(F)cc3)ccc2O[C@H]1CN(C)S(=O)(=O)c1ccc(F)cc1,0,-1,nt,nt,4,7,1
Nc1nonc1-n1nnc(C(=O)N/N=C/c2cccnc2)c1CSc1ccccc1,-3,-1,1,1,-4,0,-15
O=C(NCc1ccccc1)c1ccc(NC(=O)C2CCCO2)cc1 (configuration not stated),-3,-1,-3,-5,nt,-3,nt
CCOC(=O)N1CCN(C(=O)c2cc3c(=O)n(C)c4ccccc4c3n2C)CC1,nt,-2,-2,2,4,13,3
COc1ccc(Nc2cc(Cl)nc(N)n2)cc1,0,-11,-2,16,26,-2,-3
Cc1ccc(C(=O)C(C)OC(=O)Cc2n[nH]c(=O)c3ccccc23)cc1 (configuration not stated),-4,6,3,4,-3,-30,-4
CCCCn1c(N)c(N(CC(C)C)C(=O)C(C)SCc2nc3sc(C)c(C)c3c(=O)[nH]2)c(=O)[nH]c1=O (configuration not stated),3,4,2,-8,nt,-7,20
COc1ccc(NC(=O)Nc2ccc3c(c2)C(=O)N([C@H](C)CO)C[C@@H](C)[C@@H](CN(C)C(=O)c2ccccc2)OCCCC[C@H](C)O3)cc1,0,-2,-1,nt,-9,40,39
COc1ccc(N=C2C(=O)N3CCCc4cccc2c43)cc1,-5,-9,-2,-2,nt,-1,nt
Cc1cc(C(=O)COC(=O)CN=C2NS(=O)(=O)c3ccccc32)c(C)n1CCc1ccc(Cl)cc1,nt,nt,-1,-3,-3,-1,112*
Cc1cccc(-n2c(-c3csc(C)c3)n[nH]c2=S)c1,1,16,-1,nt,nt,-6,nt
CCN(CC)S(=O)(=O)c1cc(C(=O)Oc2ccccc2OC)ccc1OC,nt,nt,nt,3,-5,nt,5
O=c1[nH]c(NCCO)c(N=Cc2ccccc2)c(=O)[nH]1,-13,-7,-1,-9,4,1,6
CC(C)c1ccc(NC(=O)C(c2ccccc2)N2CC(=O)Nc3ccccc32)cc1 (configuration not stated),nt,-86,1,-3,66*,-3,-10
Clc1cccc(CN2CCCCCC2)c1Cl,-1,7,-4,10,-9,3,6
Brc1ccc2c(c1)OCCOCCOCCOCCOCCOCCO2,-4,14,1,1,nt,-2,nt
C#CCOCCOCCOCCNc1nc(N2CCN(C(=O)[C@H](CCCCN)n3cc(CN)nn3)CC2)nc(N2CCN(C(=O)[C@H](CO)n3cc([C@@H](N)C(C)C)nn3)CC2)n1,nt,18,-180,-2,0,2,-7
Cc1ccc(NC(=O)CSc2nnnn2-c2cccnc2)c(C)c1,0,-18,-2,1,-7,-1,40
COc1ccc(C(=O)c2c(N)sc3c2CCN(C)C3)cc1,-1,4,-7,2,0,-19,-1

Filtered by structure, those above with bromine
Structure,SIRT5 block,LGR2 antag,Casp6 inh,FN deposition inh,esBAF inh,S100A4 inh HTS,Statin myotox sup
Cc1nc([N+](=O)[O-])c(Br)n1Cc1ccccc1,0,6,5,0,nt,-3,nt
Cc1cc(NS(=O)(=O)c2c(C(=O)N3CCOCC3)c(C)n(C)c2C)ccc1Br,0,4,-1,-10,0,2,11
Brc1ccc2c(c1)OCCOCCOCCOCCOCCOCCO2,-4,14,1,1,nt,-2,nt

(listing goes on)
Structure,SIRT5 block,LGR2 antag,Casp6 inh,FN deposition inh,esBAF inh,S100A4 inh HTS,Statin myotox sup
O=C(NCc1ccccc1)C(c1cccnc1)N(C(=O)c1ccccn1)c1ccc(F)cc1 (configuration not stated),nt,-10,1,11,-3,1,5
CCCC#Cc1ccc([C@H]2[C@H]3CN(C(=O)NC4CCCC4)CCCCN3[C@H]2CO)cc1,3,10,0,nt,2,6,-8
Oc1csc(Cc2nc(-c3ccc(Br)cc3)cs2)n1,-2,nt,-4,-4,nt,-2,nt
COc1ccc(NC(=O)c2csc3c2CCCC3)cc1,-7,-70,2,nt,69*,4,-11
CC1=NN(C(C#N)c2ccccc2)C(C)(C)C1 (configuration not stated),11,6,0,6,-8,-4,-2
CC(C)NC(=O)N(C)C[C@@H]1OCCCC[C@H](C)Oc2ccc(NC(=O)Cc3ccccc3)cc2C(=O)N([C@H](C)CO)C[C@@H]1C,-8,0,nt,-4,nt,-49,nt
CN(C)C(=O)c1cccc(-c2ccc3c(c2)[C@@H]2[C@@H](CCN2C(=O)Cc2ccccn2)[C@H](CO)N3C)c1,nt,4,nt,0,1,nt,-10
Cc1ccc(S(=O)(=O)NC(=NC(C)C)c2ccccc2)cc1,-2,9,-2,nt,-8,-2,0
O=C(O)c1ccccc1NC1CCCCC1NS(=O)(=O)c1ccccc1 (configuration not stated),-3,-8,2,-3,-3,-33,0
C[C@@H]1CN([C@H](C)CO)C(=O)c2cc(Br)cnc2O[C@H]1CN(C)C(=O)c1ccc(F)cc1,-3&-9,10&-25,3&-1&1,2&1,0&-1,-2&3&35,5&14
COc1ccccc1-c1nc(C#N)c(N2CC(C)CC(C)C2)o1 (configuration not stated),-7,1,1,19,nt,-2,nt
O=C(Nc1cccc(S(=O)(=O)N2CCCC2)c1)c1ccc2ccccc2n1,-6,12,0,1,16,0,3
CCOc1ccc(C2/C(=C(\O)c3ccc4c(c3)OCCO4)C(=O)C(=O)N2Cc2cccnc2)cc1OCC (configuration not stated),-3,-5,-1,-2,nt,-1,nt
O=C(NCCc1ccccc1)C1CCCN(C(=O)Nc2ccc(F)cc2)C1 (configuration not stated),-3,-34,0,0,3,1,14
COc1cccc(CNS(=O)(=O)c2ccc3c(c2)CC(C)N3C(C)=O)c1 (configuration not stated),-5,-2,1,5,-12,-13,-5
C[C@H](CO)N1C[C@H](C)[C@@H](CN(C)C(=O)CN2CCOCC2)Oc2ncc(/C=C/c3ccccc3)cc2C1=O,-15,-9,0,nt,1,8,9
CCn1cc(C(=O)N[C@@H](CCSC)C(=O)NCCCN2CCOCC2)c(=O)c2cc3c(cc21)OCO3,2,-1,1,-6,9,-4,2
CC1CCN(C(=O)CN2C(=O)NC3(CCCc4ccccc43)C2=O)CC1 (configuration not stated),-4,10,-2,3,-6,-3,-4
CO[C@@H]1CN(C)C(=O)c2ccc(NS(C)(=O)=O)cc2OC[C@H](C)N(C(=O)CN(C)C)C[C@@H]1C,-2,1,0,-16,0,1,5
OC[C@H]1[C@H](c2ccc(-c3cccc(F)c3)cc2)[C@H]2CN(CCC(F)(F)F)CCCCN21,2,0,3,nt,-6,10,1
O=c1cc(Nc2cccc(Br)c2)[nH]c(=O)[nH]1,-4,2,1,16,nt,12,nt
COc1cc(NC(=O)Cn2c(C)cc3ccccc3c2=O)cc(OC)c1OC,nt,nt,nt,-2,-3,nt,-3
